# GPR7 antagonist: antagonists of human GPR7 (neuropeptides B/W receptor 1); inhibition, % at 4.4 µM; GPR7-expressing cells, fluorescence antagonist assay; P48145; actives 1.1% (n = 290,000); in the data active = inhibition above about 16%, passing the limit was not always enough;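 note: cells stimulated with the agonist NPW; 0% = agonist with vehicle and 100% = vehicle without agonist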
# GalR3 antagonist: antagonists of human GalR3 | HEK293 GalR3-CNG cAMP membrane potential fluorescence; galR3 body fused to GalR1 C-terminus | inhibition, % at 3 µM | actives 0.44% (n = 360,000);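 active = inhibition above the screen-wide average plus 3 SD, cut at about 13% in these data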;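 note: forskolin and galanin both at EC90 stimulate the cells; cAMP rise reported by CNG channel membrane potential dye signal; 0% = forskolin plus galanin with DMSO and 100% = forskolin alone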
# Target sequence (O60755 1-299 limits assumed): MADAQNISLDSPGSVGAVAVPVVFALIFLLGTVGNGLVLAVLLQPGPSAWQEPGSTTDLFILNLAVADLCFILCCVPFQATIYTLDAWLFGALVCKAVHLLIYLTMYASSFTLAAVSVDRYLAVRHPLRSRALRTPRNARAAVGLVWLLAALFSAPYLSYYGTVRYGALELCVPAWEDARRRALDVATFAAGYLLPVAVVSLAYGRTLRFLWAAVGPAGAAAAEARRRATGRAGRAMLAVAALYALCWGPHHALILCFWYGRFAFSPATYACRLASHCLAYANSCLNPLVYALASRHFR
# V1R ag counter: V1a receptor agonism, counter-screen for OXTR agonists. P37288. CHO-V1R cells, Fluo-8 calcium fluorescence, agonist mode; 0% DMSO, 100% 3 nM vasopressin. activation, % at 3 µM. actives 0.25% (n = 320,000);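 active = activation above the mean activation of all tested compounds plus 3 SD, per screening run, cut at about 20% in these data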;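 note: signal is peak over basal fluorescence ratio across a 100 second FLIPR read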
# Target sequence (P37288 whole entry, looked up): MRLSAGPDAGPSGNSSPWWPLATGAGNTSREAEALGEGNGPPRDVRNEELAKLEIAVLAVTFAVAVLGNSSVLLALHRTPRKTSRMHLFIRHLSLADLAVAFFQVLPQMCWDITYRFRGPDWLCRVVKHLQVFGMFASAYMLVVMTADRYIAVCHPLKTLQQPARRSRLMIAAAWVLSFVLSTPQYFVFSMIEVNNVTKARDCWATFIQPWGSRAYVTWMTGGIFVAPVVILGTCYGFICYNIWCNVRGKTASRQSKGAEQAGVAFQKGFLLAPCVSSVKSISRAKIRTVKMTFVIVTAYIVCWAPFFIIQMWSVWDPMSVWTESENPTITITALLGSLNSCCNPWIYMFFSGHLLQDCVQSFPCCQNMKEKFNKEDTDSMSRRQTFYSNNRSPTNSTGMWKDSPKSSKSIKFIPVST
# FID counter: fluorescent intercalator displacement, NS3 helicase counter-screen; DNA fluorescent intercalator displacement, fluorescence; inhibition, % at 7.9 µM; actives 0.17% (n = 290,000); AID 1845; in the data active = inhibition above about 37%;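 note: 0% = vehicle and 100% = reference compound; higher means more ethidium bromide displaced from hairpin DNA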
# PHOSPHO1 block: inhibitors of human PHOSPHO1 phosphatase; Q8TCT1; recombinant PHOSPHO1, absorbance phosphatase assay; inhibition, % at 13.3 µM; actives 1.1% (n = 290,000); in the data active = inhibition above about 60%
# Target sequence (Q8TCT1 whole entry, looked up): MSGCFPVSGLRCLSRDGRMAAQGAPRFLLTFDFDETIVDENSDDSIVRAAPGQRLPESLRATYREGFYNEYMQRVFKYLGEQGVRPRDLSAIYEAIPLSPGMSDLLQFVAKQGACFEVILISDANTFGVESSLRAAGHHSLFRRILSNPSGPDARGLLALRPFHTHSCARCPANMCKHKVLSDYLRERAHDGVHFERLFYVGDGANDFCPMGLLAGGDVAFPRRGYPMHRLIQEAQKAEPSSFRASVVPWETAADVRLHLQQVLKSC
# VIM-2 inhibitor: blocks Pseudomonas aeruginosa VIM-2 metallo-beta-lactamase | inhibition, % at 5.6 µM | actives 0.89% (n = 290,000) | AID 1527 | purified VIM-2, nitrocefin hydrolysis, epi-absorbance fluorescence;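 active = inhibition above the mean of all tested compounds plus 3 SD, cutoff set per screening run, cut at about 7.5% in these data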;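 note: red hydrolysis product quenches plate fluorescence so inhibitors raise well fluorescence; 0% = enzyme with DMSO and 100% = DMSO without enzyme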
# IMP-1 inhibitor: blocks Pseudomonas aeruginosa IMP-1 metallo-beta-lactamase; purified IMP-1, nitrocefin hydrolysis, epi-absorbance fluorescence; inhibition, % at 5.6 µM; actives 0.45% (n = 290,000);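 active = inhibition above the mean plus 3 SD of all compounds in the same screening run, cut at about 4.5% in these data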;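 note: 0% = IMP-1 with DMSO and 100% = DMSO wells lacking enzyme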
#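 System: purified IMP-1; amount: IMP-1 0.2 nM before substrate addition; compound: single dose, 5.6 µM; times: 25 °C, 15 min preincubation, 25 min reaction; signal: Epi-absorbance via hydrolysed-nitrocefin quenching of white-plate fluorescence, 480/530 nm, EDTA stop; benchmarks: DMSO with and without IMP-1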
# OXTR agonist: human OXTR agonism; P30559; CHO-OTR cells, Fluo-8 calcium fluorescence; normalized: DMSO 0%, oxytocin 100%; activation, % at 3 µM; actives 0.32% (n = 320,000); AID 2435;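 active = activation above the mean of all tested compounds plus 3 SD, cutoff set per screening run, cut at about 20% in these data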;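 note: peak over basal fluorescence ratio from a 100 s FLIPR kinetic read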
# NS3 helicase inh: blocks Hepatitis C virus NS3 helicase unwinding. NS3 helicase DNA unwinding, Cy5 molecular beacon fluorescence. inhibition, % at 10.9 µM. actives 0.56% (n = 290,000);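 active = inhibition above the mean of all tested compounds plus 3 SD, set per campaign, cut at about 35% in these data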;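 note: 0% = DMSO wells and 100% = thioflavine S control wells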
#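 Control set: DMSO versus 110 µM thioflavine S; Material: NS3 helicase fragment of HCV; Measured by: Cy5 fluorescence at 0 and 60 min, beacon hairpin quenching; Read-out basis: percent inhibition from t60/t0 fluorescence ratio; Times: reaction time 60 min, 25 °C; Repeats: single replicate; Compound dosing: single dose, 10.9 µM nominal final, DMSO 0.8% final.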
# * hit, by the source's call; / = no result given.
SMILES,GPR7 antagonist,GalR3 antagonist,V1R ag counter,FID counter,PHOSPHO1 block,VIM-2 inhibitor,IMP-1 inhibitor,OXTR agonist,NS3 helicase inh
Cc1ccc(NS(=O)(=O)c2ccc(CCC(=O)NC3CC3)cc2)cc1,11,-6,1.9,-6,-3,-6.0,-4.0,4.1,2
CC(=O)/C(CN1CCCCC1)=N\O,-4,2,-0.1,2,16,-0.3,-1.7,0.0,1
O=C(NC1CCCCC1)c1ccc(CS(=O)(=O)Cc2ccccc2F)o1,-6,-2,-1.2,-14,-51,-3.3,-1.9,-2.9,0
COc1ccc(Nc2nccc(-c3ccc(C#N)cc3)n2)cc1,-5,-9,-0.6,-16,26,-2.2,-2.6,-1.8,37*
CCC(NC(=O)C1CCC1)c1ccccc1 (stereo not given),16,-2,1.3,-5,-11,-2.0,-1.1,-1.1,0
CCOc1ccccc1C(=O)NCC(=O)NCCCSc1ccccc1,6,-4,1.2,-40,17,-2.7,-3.8,0.2,-6
COc1cc(OC)c(C(=O)NC2CCCc3ccccc32)cc1OC (stereo not given),-5,-3,-1.5,-40,31,-3.7,-1.8,-2.7,-10
CCC(=O)NNC(=O)CSc1nnc(-c2ccccc2)c(-c2ccccc2)n1,-7,-9,0.0,-19,44,-3.0,-2.8,-1.0,9
COc1ccccc1CNCC(=O)Nc1ccc(N(C)C)cc1,9,-8,0.5,12,20,0.0,0.5,0.7,4
CCOC(=O)C1(C)C=C(Nc2cccc(OC)c2)C(=O)N1c1ccccc1 (stereo not given),-15,-9,-1.5,-18,7,-2.8,-2.9,-2.0,15
Cc1cccc2nc(CSc3ccc(Cl)cc3)cn12,-12,-5,-1.1,-6,29,-1.6,-2.5,-2.5,0
Cc1ccoc1C(=O)N1CCN(C(=O)c2occc2C)CC1,-2,1,1.1,-4,28,0.0,-1.6,0.2,-6
COc1ccc(C2=NN(C(=O)CSc3nnc(C)c(=O)n3N)C(c3ccco3)C2)cc1 (stereo not given),2,-2,-0.7,-27,41,2.5,1.3,-1.1,4
CCC12CN3CC(CC)(CN(C1)C3c1ccc([N+](=O)[O-])o1)C2=O (stereo not given),-4,8,1.2,8,-17,-2.5,-2.6,0.5,-2
CCOc1ccc(NC(=O)C2Cc3ccccc3CN2S(=O)(=O)CC)cc1 (stereo not given),-4,-3,-0.7,-20,-90,-1.6,-2.0,-1.1,-2
Cc1ccc(SCc2ccc(C(=O)Nc3cccc([N+](=O)[O-])c3)cc2)cc1,-9,-6,2.9,4,18,1.4,-0.7,2.2,-5
COc1ccc(C(=O)Nc2sc3c(c2C(=O)O)CC(C)(C)OC3)cc1,-6,1,0.5,-9,0,-2.0,-3.4,-1.3,-2
Cc1ccc(-c2nn(-c3ccccc3)cc2/C=C2\SC(=S)N(CC(=O)O)C2=O)cc1,-12,0,-0.8,-23,20,-2.4,-1.2,-0.4,47*
CC(=O)c1cccc(NC(=O)c2cc(=O)c3ccccc3o2)c1,-11,0,-0.6,-8,3,-0.2,-2.4,0.0,5
Cc1ccccc1-n1cc(CNC(=O)C2CCC(=O)N(C3CC3)C2)cn1 (stereo not given),-7,-4,-0.3,-4,36,-2.9,-1.5,0.1,2
CCC(=O)Nc1cc(-c2nn(C)c(=O)c3ccccc23)ccc1N1CCOCC1,-2,-2,0.4,-25,26,2.9,3.0,-1.7,3
Cc1cc(C(C)(C)C)cc(C)c1C(=O)O,-9,0,0.2,3,8,-0.8,-3.0,1.3,3
O=C(CCNC(=O)c1ccco1)Nc1ccc(OC(F)F)c(Cl)c1,-12,-7,1.8,-8,15,-2.2,-3.9,12,-4
COCCNC(=O)C(=O)NCC1OCCN1S(=O)(=O)c1cc(F)ccc1F (stereo not given),-7,-1,1.6,-8,-6,-4.1,-0.7,1.0,-3
Cc1cnn(C(=S)NCc2ccc(Cl)cc2)c1,-3,2,0.7,0,8,-4.9,-3.4,3.2,-10
O=C(Cn1c(=O)c2c(ncn2Cc2ccccc2)n(Cc2ccccc2)c1=O)N1CCCC1,0,0,5.4,-34,40,1.5,-1.3,0.1,-6
CCC(CC)C(=O)c1c[nH]c(C(=O)OC)c1,-6,0,0.2,-1,-1,-1.9,-2.4,0.2,5
N#C/C(=C\Nc1ccc(F)c(Cl)c1)S(=O)(=O)c1ccccn1,-7,-4,-1.4,-2,29,-2.8,-2.5,-1.8,5
COc1cc(C(=O)NCCNC(=O)c2ccc(C)nc2)cc(OC)c1OC,-7,-5,-0.1,-11,15,-2.1,-3.3,-0.6,3
Cc1ccc(-n2c(Cc3cccs3)nnc2SCC(N)=O)cc1,-6,-2,-0.4,-9,6,-4.0,2.4,2.8,1
O=C(NCC(c1cccnc1)N1CCN(c2ccc(F)cc2)CC1)C1CCCCC1 (stereo not given),-1,-5,0.0,-22,46,-1.9,-3.2,-1.0,3
Cc1ccccc1C(=O)NC1CCN(Cc2nnnn2Cc2ccccc2)CC1,13,6,-0.3,-14,0,-2.4,-0.9,0.6,-2
CN1CCN(c2ccc(CNC(=O)c3ccco3)cc2)CC1,-5,-1,-0.3,0,42,-1.8,0.8,0.1,2
CCCc1nc2c(=O)n(C)c(=O)nc-2n(C)n1,-15,-4,/,3,28,-0.8,0.1,/,-4
CN1CCC(=NNC(=O)CN(c2cccc(Cl)c2)S(C)(=O)=O)CC1,1,-5,-0.2,-10,14,-2.0,-3.0,-0.2,-2
COc1cc(C(=O)NC2CCCc3ccccc32)cc(OC)c1OC (stereo not given),-6,-9,-0.7,-24,24,0.1,-2.5,-2.1,-3
C=Cn1cc[n+](CC(=O)c2ccc(Br)cc2)c1,-9,-10,-0.1,2,39,0.4,1.0,0.4,-10
CCOc1ccc(/C=N\NC(=O)c2c(C)nc3cc(C)ccn23)cc1,-6,3,0.5,-14,34,-0.4,-3.0,0.0,1
CCN(CC)C1=CC(=[N+]2CCCC2)CC(C)(C)C1,-14,1,0.3,2,-3,-1.3,-0.9,-0.1,-3
CC(C)c1nnc(NC(=O)CCC(=O)N2CCN(c3ccc(Cl)cc3)CC2)s1,0,4,2.9,-62,49,0.1,-0.1,1.3,-7
O=S(=O)(Nc1ccccc1F)c1ccc2nsnc2c1,2,-3,0.4,-1,-4,0.0,-1.7,-1.4,0
Cc1ccc(-n2c(C)cc(C(=S)N3CCOCC3)c2C)cc1C,-9,-4,-0.4,-14,-20,0.3,2.4,-1.7,2
COc1cc(-c2cc(C(=O)NCCc3ccc(S(N)(=O)=O)cc3)c3ccccc3n2)cc(OC)c1OC,-21,-1,0.8,-34,0,-1.7,-4.0,-1.2,3
CCOc1ccc(N(CC(=O)Nc2ccccc2C(=O)NCc2ccco2)S(C)(=O)=O)cc1,-4,-4,0.5,-31,-6,-0.9,-2.5,-0.1,-2
O=C(/C=C/c1ccc(F)cc1)NCCCN1CCN(CCCNC(=O)/C=C/c2ccc(F)cc2)CC1,-4,-5,-0.6,8,-37,-5.1,-2.0,-1.8,-33
O=C(Nc1cc(S(=O)(=O)N2CCOCC2)ccc1N1CCOCC1)c1cc(=O)[nH]c2ccccc12,0,-3,0.3,-13,-10,-2.5,-1.2,0.6,-26
CCCNC1=C(C)C(=O)CC1,-4,-2,2.0,1,35,-5.5,-3.6,0.4,8
CCN(CC)C(=O)CSc1nc2c(sc(=S)n2-c2ccc(C)cc2C)c(=O)[nH]1,5,-5,-0.2,-36,9,-0.9,-1.4,-0.3,4
Cc1ccc(-c2nnc(SCC(=O)N3CCCC3)o2)cc1,0,-5,-0.1,-3,-16,-2.7,-0.5,1.1,5
CCOC(=O)c1ccc(N2C(=O)CC(N3CCN(C(=O)c4ccco4)CC3)C2=O)cc1 (stereo not given),-5,-4,1.1,-16,-5,-1.6,-0.1,-0.2,6
C/C(CC(=O)NCc1ccccc1Cl)=N/NC(=O)c1ccccn1,-6,-5,0.1,-11,36,-3.3,-6.9,-0.6,7
C[N+]1(CC#CC(O)(c2ccccc2)c2ccccc2)CCCC1,-5,-1,0.6,4,-13,0.3,-1.9,0.0,6
CC/C(=N\NC(=O)c1ccc(-c2ccccc2)cc1)C12CC3CC(CC(C3)C1)C2,-4,1,0.1,-9,19,-1.0,-2.7,0.1,10
COc1ccccc1CNC(=O)CCC(=O)Nc1nnc(C)s1,-10,0,-0.4,-2,-4,-1.3,-3.4,0.2,11
COc1ccc(CCNCc2ccccc2N2CCCC2)cc1,15,-13,-0.6,2,28,-2.1,-3.9,0.6,-19
Cc1nc(SCC(=O)NCC(F)(F)F)c2c(-c3cccs3)csc2n1,0,-4,-0.5,-10,6,-1.1,-3.3,-0.3,-4
Cc1ccc2c(ccc(=S)n2C)c1,-4,-7,0.2,3,15,3.4,0.2,-1.3,-12
CCN(CC)CCNc1nc2c(c(=O)n(C)c(=O)n2C)n1C/C=C(/C)Cl,2,-5,-1.1,13,-4,0.5,-1.7,0.1,7
O=C(CN1C(=O)S/C(=C\c2ccccc2)C1=O)NNC(=O)c1ccccc1O,-7,-9,1.1,-6,2,-0.7,0.5,0.8,11
CCOC(=O)C(C(=O)OCC)c1cc(Br)c2noc3c2c1C(=O)c1ccccc1-3,6,3,8.6,2,35,-2.0,-3.4,12,16

# Among those listed so far, these contain bromine:
SMILES,GPR7 antagonist,GalR3 antagonist,V1R ag counter,FID counter,PHOSPHO1 block,VIM-2 inhibitor,IMP-1 inhibitor,OXTR agonist,NS3 helicase inh
C=Cn1cc[n+](CC(=O)c2ccc(Br)cc2)c1,-9,-10,-0.1,2,39,0.4,1.0,0.4,-10
CCOC(=O)C(C(=O)OCC)c1cc(Br)c2noc3c2c1C(=O)c1ccccc1-3,6,3,8.6,2,35,-2.0,-3.4,12,16

# New compounds follow:
SMILES,GPR7 antagonist,GalR3 antagonist,V1R ag counter,FID counter,PHOSPHO1 block,VIM-2 inhibitor,IMP-1 inhibitor,OXTR agonist,NS3 helicase inh
O=C(CN1CCN(c2ccc(Cl)cc2)CC1)c1ccccc1,10,-10,0.9,-5,14,-2.1,-1.5,-1.4,-2
CCOc1ccccc1CN1CCC(O)CC1,1,-3,0.0,4,-7,-2.4,-0.8,0.0,-5
O=C1N=C(N2CCC(Cc3ccccc3)CC2)S/C1=C/c1cn[nH]c1-c1ccccc1,-6,1,2.5,-4,20,-1.5,-1.1,0.0,-13
CCc1ccc2[nH]c3nc(SCCN4CCOCC4)nnc3c2c1,-8,-10,4.3,-3,/,0.9,-0.5,3.0,-17
O=C1NC2(CCCCCC2)C(=O)N1Cc1c(F)cccc1Cl,-10,-10,-0.3,-12,27,-2.5,-3.8,-0.5,-5
Cc1cc(C(=O)Cn2nc(C(=O)O)c3ccccc3c2=O)c(C)n1CCc1ccc(Cl)cc1,-12,-4,-1.2,-3,28,-1.7,4.4,-1.5,10
Nc1ccccc1N1CCN(C(=O)c2ccccc2)CC1,14,-2,-0.1,-9,6,1.0,-1.1,0.4,18
Cc1cccc(NC(=O)CCCSc2nc3ccccc3[nH]2)c1,3,-1,1.6,-3,2,-2.8,-2.7,0.1,-3
